Source: PubChem (National Center for Advancing Translational Sciences (NCATS))
FLuc modulator – firefly luciferase modulation, counter-screen for miR-21 project; P08659; purified FLuc, Km substrates, luminescence inhibition; Potency, µM (series often up to 57.5 µM), without a hit: at the highest dose activity change, negative = inhibition, hits mostly inhibitors; 360,000 compounds, 6.9% hits; AID 588342; active = well fitted inhibition curve with a large enough effect; inconclusive = small, poorly fitted or top-dose-only effect;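 note: plate controls were vehicle for no effect and reference inhibitor for full effect; nearly all actives have a fitted effect of over 55% in size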
Target sequence (P08659 whole entry, looked up): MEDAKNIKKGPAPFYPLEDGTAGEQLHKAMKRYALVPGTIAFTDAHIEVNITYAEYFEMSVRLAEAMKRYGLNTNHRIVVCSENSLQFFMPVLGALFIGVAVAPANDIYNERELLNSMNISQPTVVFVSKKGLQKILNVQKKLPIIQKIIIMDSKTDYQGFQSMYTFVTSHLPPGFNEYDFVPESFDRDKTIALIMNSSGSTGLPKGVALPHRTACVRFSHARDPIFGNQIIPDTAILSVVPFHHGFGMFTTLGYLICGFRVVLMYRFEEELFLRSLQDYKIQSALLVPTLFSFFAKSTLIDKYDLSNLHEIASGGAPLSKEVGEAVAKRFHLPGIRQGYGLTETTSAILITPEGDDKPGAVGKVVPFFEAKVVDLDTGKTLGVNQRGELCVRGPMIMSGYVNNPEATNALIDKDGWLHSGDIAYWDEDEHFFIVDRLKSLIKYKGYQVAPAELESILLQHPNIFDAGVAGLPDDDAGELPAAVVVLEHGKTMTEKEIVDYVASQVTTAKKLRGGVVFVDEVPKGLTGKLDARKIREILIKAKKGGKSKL
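Purified P. pyralis luciferase, 10 nM final, with Km-level 10 uM D-luciferin and 10 uM ATP in 50 mM Tris acetate pH 7.5, 10 mM Mg acetate, 0.01% Tween-20, 0.05% BSA; 6-point qHTS titration about 60 µM downward; luminescence read.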
Active calls of the source: *; ? = inconclusive. Potency is the fitted concentration of half-maximal effect.

Preview:
Molecule | FLuc modulator
CCOC(=O)c1cccc(NC(=O)Cn2nc3c(cc2=O)CCCC3)c1 | -6.4%
CCOC(=O)c1c(NC(=O)c2cc(OC)c(OC)c(OC)c2)sc2c1CCCC2 | -1.3%
C=Cc1ccc(Cn2c(C(=O)OC)cc3sc(C)cc32)cc1 | 0.6%

The listing (from the top)
Molecule | FLuc modulator
CCOC(=O)c1cccc(NC(=O)Cn2nc3c(cc2=O)CCCC3)c1 | -6.4%
CCOC(=O)c1c(NC(=O)c2cc(OC)c(OC)c(OC)c2)sc2c1CCCC2 | -1.3%
C=Cc1ccc(Cn2c(C(=O)OC)cc3sc(C)cc32)cc1 | 0.6%
Cc1nn(CCCC(=O)Nc2cccc(C(F)(F)F)c2)c(=O)c2nn(-c3ccccc3)c(C)c12 | 3.3%
CCOC(=O)c1ccc(Nc2c(-c3ccc(O)c(OC)c3)nc3nc[nH]n23)cc1 | -18.9%
COc1ccc(CNC(=O)CSc2nc3ccccc3nc2Cc2ccccc2OC)cc1 | 3.1%
CCN(CC)c1ccc2cc(-c3nc(-c4ccccc4F)no3)c(=O)oc2c1 | ?
COc1ccc(Cl)cc1NC(=O)CSC1=Nc2ccccc2C2=NC(CC(=O)NCc3ccc4c(c3)OCO4)C(=O)N12 (configuration not stated) | -8.8%
O=C(NCCc1ccc(Cl)cc1)c1ccc2nc(Cc3ccccc3)oc2c1 | -2.4%
Cc1oc(C)c2c(=O)cc(-c3ccc4c(c3)OCO4)cc(OC(=O)c3cccc(Br)c3)c12 | -12.1%
Cc1cc(O)c(C(c2ccccc2)N2CCN(c3ccccc3)CC2)c(=O)n1Cc1ccco1 (configuration not stated) | -14.7%
COc1ccc(CNC(=O)c2ccc(-c3nc(CSc4ccccc4)c(C)o3)cc2)cc1OC | -2.3%
CCOc1ccc(Sc2cc(C(=O)NCCCOC)c3ccccc3n2)cc1 | 3.8%
Cc1ccc(CCNC(=O)c2cc3cc4cc(C)ccc4nc3s2)cc1 | -3.9%
COc1ccc(NC(=O)c2c(NCc3sccc3C)sc3c2CCCCC3)c(OC)c1 | -17.4%
O=C(NCCc1ccc(Cl)cc1)C(=O)NCC(c1ccco1)S(=O)(=O)c1ccccc1 (configuration not stated) | -5.8%
CCC(Sc1nnc(-c2ccc(OC)cc2)c(-c2ccc(OC)cc2)n1)C(=O)NC1CCCCC1 (configuration not stated) | -1.9%
CCOC(=O)C1CCN(C(=O)Cn2nc(C)n3c(cc4c(OC)cccc43)c2=O)CC1 | -5.6%
Cc1ccccc1Cn1c(SCc2ccc(C(=O)NCCc3ccccc3)cc2)nc2ccncc21 | -12.1%
Cc1ccc(S(=O)(=O)N(C)Cc2nc(-c3ccccc3)oc2C)cc1 | -21.8%

3 neighbouring entries out of the list so far, for reference:
Molecule | FLuc modulator
COc1ccc(NC(=O)c2c(NCc3sccc3C)sc3c2CCCCC3)c(OC)c1 | -17.4%
O=C(NCCc1ccc(Cl)cc1)C(=O)NCC(c1ccco1)S(=O)(=O)c1ccccc1 (configuration not stated) | -5.8%
CCC(Sc1nnc(-c2ccc(OC)cc2)c(-c2ccc(OC)cc2)n1)C(=O)NC1CCCCC1 (configuration not stated) | -1.9%

The listing continues:
Molecule | FLuc modulator
COc1ccc(C(=O)Nc2nnc(SCc3cc(=O)n4cc(Cl)ccc4n3)s2)cc1 | -19.0%
COC(=O)c1ccc2c(=O)n(CCCCCC(=O)N3CCN(c4cc(Cl)ccc4C)CC3)c(=O)[nH]c2c1 | -11.3%
COc1ccccc1NC(=O)c1cc(S(=O)(=O)N(C)C2CCCCC2)ccc1F | 4.8%
COc1ccccc1-c1cc(C(F)(F)F)nc(S(=O)(=O)CCCC(=O)Nc2ccc(F)cc2F)n1 | 3.9%
COc1cccc(C(c2c(O)cc(C)n(Cc3ccco3)c2=O)N2CCC(C)CC2)c1 (configuration not stated) | -19.3%
Cc1ccc(OC(=O)CSc2nnc(CNC(=O)c3ccccc3)o2)cc1 | -1.6%
COc1ccc(C(=O)Oc2c(Sc3ccccc3)c(C)nn2-c2ccccc2)c(OC)c1 | -6.6%
Cc1cc(C)c(NC(=O)CSc2nc3c([nH]c4ccccc43)c(=O)n2C)c(C)c1 | -0.6%
COc1ccccc1OCc1nnc(-c2ccccc2)o1 | ?
COc1ccc(C2=C(C)C(=O)N(Cc3ccc(C(=O)NCc4cccc(C)c4)cc3)S2(=O)=O)cc1 | -6.0%
CC(C)c1ccc(NC(=O)c2cn(C3CCCCC3)c(=O)c3c2c2ccccc2n3C)cc1 | 0.1%
O=C1CN(C(=O)Nc2ccccc2Cl)C(c2ccccc2)c2c(sc3c2CCCC3)N1 (configuration not stated) | -11.8%
CCOC(=O)c1cc2c(=O)n3ccccc3nc2n(CC2CCCO2)c1=NC(=O)c1ccc(OC)cc1OC (configuration not stated) | -8.2%
O=C(Nc1ccc(Cl)cc1)c1cc(S(=O)(=O)NC2CCCCCC2)ccc1F | 2.9%
COCCNC(=O)c1c(NC(=O)c2cc(=O)c3cc(Cl)ccc3o2)sc2c1CCCC2 | -2.8%
Cc1ccccc1Cn1c2ccccc2c2cnn(CC(=O)NCCc3ccccc3)c(=O)c21 | -7.3%
Cc1nnc(N2CCN(c3ccccc3F)CC2)c2c1nnn2Cc1ccccc1 | 5.3%
Cc1ccccc1OCCn1c(=N)n(C(C)C)c2ccccc21 | -1.7%
COc1ccc(OC)c(NC(=O)C(C)n2nc(C)c3c(C)n(-c4ccccc4)nc3c2=O)c1 (configuration not stated) | -5.3%
CC1CCN(S(=O)(=O)c2ccc3c(c2)oc(=O)n3CC(=O)O)CC1 | -8.2%
Cc1ccc2nc(/C(C#N)=C/c3cccc(Br)c3)[nH]c2c1 | ?
O=C(C1COc2ccccc2O1)N(Cc1cccnc1)c1nc2ccc(Cl)cc2s1 (configuration not stated) | -10.0%
Cc1oc(-c2cccc(Cl)c2)nc1CN1CCC(C(=O)NC(C)c2ccccc2)CC1 (configuration not stated) | -10.7%
CCS(=O)(=O)n1nc(-c2ccco2)nc1NCc1ccc(C(C)C)cc1 | -2.7%
COc1cccc(NC(=O)c2cc3c(-c4ccc(Cl)cc4)nn(C)c3s2)c1 | 0.4%
Cc1cccc(C(=O)Nc2ccc(C(=O)OCc3cc(=O)n4nc(CC(C)C)sc4n3)cc2)c1 | -0.4%
COc1ccc(OC)c(NC(=O)CSc2ncc3c(n2)-c2ccccc2N(C)S3(=O)=O)c1 | -1.3%
Cc1cccc(CNC(=O)c2oc3c(c2C)-c2nn(Cc4ccccc4Cl)cc2CC3)c1 | -9.9%
O=C(/C=C\c1ccc2c(c1)OCO2)NC1CC(=O)N(c2ccccc2)C1 (configuration not stated) | -0.2%
Cc1ccc(C)c(N2CCN(S(=O)(=O)c3ccc4c(c3)CCCN4C(=O)C3CCC3)CC2)c1 | -1.7%
CCCN1CCN(CCCNC(=O)c2ccc3nc(Cc4ccccc4)oc3c2)CC1 | 2.3%
COc1cccc(Oc2nc3c(c(=O)n(Cc4ccccc4F)c(=O)n3C)n2C)c1 | -1.9%
CCN(CC)c1ccc(C(=O)NCc2ccc3c(c2)CCN3C(=O)c2ccc(F)cc2)cc1 | -15.6%
O=C(NCC(c1ccccc1)c1ccccc1)c1nn(-c2ccccc2F)nc1CO | -3.5%
Cc1nn(C(C)(C)C)c(OC(=O)C(C)(C)C)c1Sc1ccccc1 | -10.6%
O=C(Nc1cc(C(F)(F)F)ccc1Cl)c1cc2nc(-c3ccc4c(c3)OCO4)cc(C(F)(F)F)n2n1 | 4.7%
Cc1cccc(N2CCN(C(=O)c3cn(C4CCCCC4)c(=O)c4c3c3ccccc3n4C)CC2)c1C | 2.2%
CC1CCN(S(=O)(=O)c2ccc3nc(Nc4cccc(C(F)(F)F)c4)ccc3c2)CC1 | 1.6%
Cc1cc(C)nc(NS(=O)(=O)c2ccc(NC(=O)c3cc(=O)c4ccc(C)c(C)c4o3)cc2)n1 | -19.3%
COc1ccc(-c2noc(CSc3nnc(C)n3-c3ccc(C)c(C)c3)n2)c(OC)c1 | -13.4%
O=C(NC1CCCC1)c1ccc2c(=O)n(Cc3ccccc3)c(SCc3cccc([N+](=O)[O-])c3)nc2c1 | 0.1%
COc1ccc(CNC(=O)CCCc2nnc3n(C(C)C)c(=O)c4sccc4n23)cc1 | -4.3%
CC1Cc2ccccc2N1S(=O)(=O)c1nnc(NC(=O)c2cccc(F)c2)s1 (configuration not stated) | 0.9%
CC(=O)Nc1cccc(C(=O)NCc2ccc3c(c2)CCN3C(C)=O)c1 | -7.9%
COC(=O)c1ccccc1NC(=O)c1ccc2nc(Cc3ccccc3)oc2c1 | -1.9%
CCc1cnc2c(c1SCC(=O)Nc1ccc(OC)c(OC)c1)c(=O)n(C)c(=O)n2C | 4.9%
Cc1cc(-c2ccc(S(=O)(=O)Nc3cccc(C(F)(F)F)c3)s2)on1 | ?
CCc1cccc(NS(=O)(=O)c2ccc3c(c2)n(C)c(=O)c(=O)n3C)c1 | -0.6%
Cc1ccc(-n2nc(C(=O)N3CCN(c4ccccc4F)CC3)c(=O)n(C)c2=O)cc1 | 3.4%
O=C(c1ccc(F)cc1F)N1CCC(c2noc(-c3ccc(S(=O)(=O)N4CCCC4)cc3)n2)CC1 | -0.2%
CCOc1ccc(OC(=O)c2c(-c3ccccc3Cl)noc2C)cc1 | 1.6%
CCOC(=O)c1ccc(NC(=O)CSc2nc(-c3ccc(F)cc3)cc(C(F)(F)F)c2C#N)cc1 | -4.0%
O=C(Cn1c(=O)n(Cc2nc(-c3ccccc3)no2)c(=O)c2ccccc21)Nc1cccc(Cl)c1 | 2.9%
CC(C)CCNC(=O)c1ccc2nc(Cc3ccccc3)oc2c1 | 6.6%
CCCCNc1nc2c(S(=O)(=O)c3ccc(Cl)cc3)nnn2c2ccsc12 | -0.3%
Cc1nn(C)c2c1c(-c1ccccc1)cc(=O)n2CC(=O)Nc1ccccc1C(F)(F)F | 4.9%
Cc1ccc(C(C)C)c(OCCn2cc(C(=O)c3ccco3)c3ccccc32)c1 | -10.3%
O=C(CCC1N=C2c3ccccc3N=C(SCc3cccc(F)c3)N2C1=O)NCCc1ccccc1 (configuration not stated) | -4.3%
COCCn1c(=NC(=O)c2ccc3c(c2)OCCO3)sc2cc(C(=O)OC)ccc21 | 1.9%
Cc1ccc(-n2ncc3c(N4CCN(c5ccc(F)cc5)CC4)ncnc32)cc1 | -0.4%

Continuation.
Molecule | FLuc modulator
Cc1ccc(C)c(NC(=O)Cn2cnc3nc4c(cc3c2=O)CCCC4)c1 | -0.6%
Cc1ccc(S(=O)(=O)NCc2nc3cccnc3n2Cc2ccccc2Cl)c(C)c1 | 0.7%
CCOC(=O)C1CCN(c2nc(-c3ccc(Br)cc3)cs2)CC1 | -1.5%
COc1ccc(Nc2nc3c(S(=O)(=O)c4ccccc4)nnn3c3ccc(Cl)cc23)c(OC)c1 | 0.5%
COc1ccc(NC(=O)CCc2nnc3n(C)c(=O)c4sccc4n23)cc1 | 0.3%
Cc1ccccc1CNC(=O)c1ccc(Cn2c(SCc3ccccc3)nc3cccnc32)cc1 | 2.69µM*
CCOC(=O)c1cccc(NC(=O)c2cc(C)nc3c2c(C)nn3-c2ccc(C)cc2)c1 | 1.5%
CCc1cc2c(cc3c(=O)n(CCCC(=O)NCc4cccc(Cl)c4)ncn32)s1 | -13.6%
NC(=O)C1CCN(c2nc(-c3ccccc3Cl)cs2)CC1 | -11.4%
Cc1cc(OCC(=O)Nc2c(C(=O)c3ccccc3)oc3ccccc23)cc(C)c1Cl | 3.5%
COc1ccc(-c2oc3ncn4nc(COc5c(C)cccc5C)nc4c3c2-c2ccc(OC)cc2)cc1 | 2.8%
C=C(C)CSc1nc(-c2ccccc2)cc(-c2ccc(OC)cc2)c1C#N | 3.0%
CC(C)c1ccc2oc(-c3cc(NC(=O)c4cccnc4)ccc3Cl)nc2c1 | 10.7µM*
Cc1ccc(C(=O)Nc2sc3c(c2C(=O)NCc2ccco2)CCC(C(C)(C)C)C3)cc1 (configuration not stated) | 6.6%
COc1ccc(NC(=O)C2Cc3ccccc3N2C(=O)c2ccccc2)cc1OC (configuration not stated) | -6.4%
COCCCNC(=O)CSc1nc2ccccc2c(=O)n1Cc1ccco1 | 6.7%
CC(C)OCCCN1C(=O)c2[nH]nc(-c3ccccc3O)c2C1c1cccc(OCc2ccccc2)c1 (configuration not stated) | 2.4%
CC1CCc2nc3ncn(CC(=O)Nc4cccc(C#N)c4)c(=O)c3cc2C1 (configuration not stated) | ?
O=C(O)c1ccc2c(c1)N(Cc1ccc(F)cc1)C(=O)c1ccccc1S2=O (configuration not stated) | -16.8%
COc1cc(OC)c(NC(=O)Nc2ccccc2OCc2cc(=O)n3cc(C)ccc3n2)cc1Cl | ?
Cc1cccc(-c2nc(CCNC(=O)COc3ccccc3)cs2)c1 | ?
CCOc1ccc(/C=C/c2nc(C#N)c(NCCc3ccccc3)o2)cc1 | 1.6%
Cn1nc(C(=O)NCc2cccc(Cl)c2)c2c1-c1ccccc1SC2 | 2.0%
CCC(=O)Oc1c(Sc2ccc(Cl)cc2)c(C)nn1C(C)(C)C | -11.9%
Cc1cc(C)cc(NC(=O)CCc2nnc3n(C)c(=O)c4sccc4n23)c1 | -0.9%
COc1cc(C(=O)Nc2ccc(OCc3cc(=O)n4cccc(C)c4n3)cc2)cc(OC)c1OC | -2.5%
Cc1ccc(Cn2c(-c3ccccc3)nc3ccccc32)cc1 | ?
COc1ccc(CC(=O)Nc2cc(-c3nc4cccnc4s3)ccc2C)cc1 | 0.675µM*
Cc1ccc2c(c1)c1c(c(=O)n(-c3cccc(Cl)c3)c(=O)n1CC(=O)Nc1c(C)cccc1C)n2C | -1.4%

The list is partial; rates above refer to the full screens.
